CHO parental Ca = counter-screen for OX1R antagonists: effect in parental CHO cells; parental CHO-K1, ATP-induced calcium, Fluo-8 fluorescence; inhibition, % at 5.6 µM; actives 0.63% (n = 330,000); AID 463079;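 active = inhibition above that plate's mean sample inhibition plus 3 SD, cut at about 26% in these data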;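 also: 0% = ATP-challenged DMSO wells and 100% = DMSO wells without ATP; some compounds past the cut are filed as inactive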
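Assay system: parental CHO cells; Read-out basis: percent inhibition of ATP-evoked calcium rise, normalized to controls; Benchmarks: ATP and no-ATP DMSO wells; Compound dosing: single nominal dose of 5.6 µM per compound; Signal: Fluo-8 calcium dye fluorescence; Also added: ATP as calcium-mobilizing challenge; Repeats: singlicate.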
OXTR potentiate = potentiates the human oxytocin receptor response; P30559; CHO-OTR cells, Fluo-8 calcium fluorescence, potentiator mode; 0% = oxytocin EC15, 100% = EC100; activation, % at 3 µM; actives 0.061% (n = 320,000); AID 2445;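 active = activation above that plate's cutoff, the mean activation of tested compounds plus 3 SD, cut at about 6.6% in these data, passing the limit was not always enough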;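 also: 100% uses oxytocin at 75 nM as the full agonist control; some results filed as inactive read as strong as hits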
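Assay system: CHO cell line stably expressing human OTR. Reagent: EC15 oxytocin agonist. Dosing: single dose, 3.0 µM nominal final compound concentration. Timing: compound 6 min at room temperature before oxytocin, 100 s read. Signal: kinetic Fluo-8 calcium fluorescence. Controls: oxytocin EC15 low and EC100 high.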
CHRM1 PAM = positive allosteric modulators of human M1 muscarinic receptor. AID 588819. CHO-K1 hM1, Fluo-8 calcium fluorescence, ACh EC20; 0% = ACh EC20, 100% = maximal ACh. activation, % at 3 µM. actives 0.088% (n = 360,000). P11229; in the data active = activation above about 19%, passing the limit was not always enough
OXTR agonist = agonists of human oxytocin receptor | P30559 | CHO-OTR cells, Fluo-8 calcium fluorescence; normalized: DMSO 0%, oxytocin 100% | activation, % at 3 µM | actives 0.32% (n = 320,000) | AID 2435;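 active = activation above the mean of all tested compounds plus 3 SD, cutoff set per screening run, cut at about 20% in these data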;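 also: peak over basal fluorescence ratio from a 100 s FLIPR kinetic read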
TAAR1 agonist = human TAAR1 agonism; CHO RD-HGA16 TAAR1, Fluo-8 calcium fluorescence; vehicle wells 0%, saturating PEA agonist 100%; activation, % at 3 µM; Q96RJ0; actives 0.99% (n = 360,000);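 active = activation above the mean activation of all test compounds in the run plus 3 SD, cut at about 38% in these data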
Target sequence (Q96RJ0 whole entry, looked up): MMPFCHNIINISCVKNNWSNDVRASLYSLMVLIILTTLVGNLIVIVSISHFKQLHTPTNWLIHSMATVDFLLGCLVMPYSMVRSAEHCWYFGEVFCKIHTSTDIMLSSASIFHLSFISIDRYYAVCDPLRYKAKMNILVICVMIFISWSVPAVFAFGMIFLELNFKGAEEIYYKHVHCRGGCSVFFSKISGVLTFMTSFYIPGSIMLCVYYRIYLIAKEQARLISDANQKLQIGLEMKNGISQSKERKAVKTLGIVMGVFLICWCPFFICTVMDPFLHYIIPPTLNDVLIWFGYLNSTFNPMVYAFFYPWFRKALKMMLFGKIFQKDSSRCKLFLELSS
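Signal – calcium-sensitive Fluo-8 signal, excitation 470-495, emission 515-575 nm · System – RD-HGA16 (CHO) cells co-expressing Gα16 and hTAAR1 · Incubation – 17-24 h seeding, 75 min 37 °C dye, 30 min RT · Compound dosing – 3 µM single concentration · Repeats – no replicates (n 1)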
TAAR1 antag = antagonists of human TAAR1 | Q96RJ0 | CHO RD-HGA16 TAAR1, Fluo-8 calcium fluorescence, antagonist | inhibition, % at 3 µM | actives 1.5% (n = 360,000) | AID 624466;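 active = inhibition above a per-plate cutoff, the mean inhibition of test compounds on that plate plus 3 SD, cut at about 49% in these data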;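 also: 0% = DMSO plus EC80 beta-PEA response and 100% = DMSO alone without agonist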
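Test system: RD-HGA16 CHO cells with stable hTAAR1 and Gα16 / Probe or stimulus: EC80 β-phenethylamine stimulus / Times: seeding 17-24 h prior, 75-min 37 °C, 30-min RT dye loading / Detection: Fluo-8 calcium-sensitive fluorescence / Read-out basis: % inhibition scaled between DMSO and EC80 PEA controls / Repeats: singlicate, one well per test compound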
V1aR counter = activates human V1a receptor in oxytocin agonist counter-screen. P37288. CHO-V1R cells, Fluo-8 calcium fluorescence, agonist mode; 0% DMSO, 100% 3 nM vasopressin. activation, % at 3 µM. actives 0.25% (n = 320,000). AID 2797;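 active = activation above the mean activation of all tested compounds plus 3 SD, per screening run, cut at about 20% in these data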;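 also: signal is peak over basal fluorescence ratio across a 100 second FLIPR read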
Target sequence (P37288 whole entry, looked up): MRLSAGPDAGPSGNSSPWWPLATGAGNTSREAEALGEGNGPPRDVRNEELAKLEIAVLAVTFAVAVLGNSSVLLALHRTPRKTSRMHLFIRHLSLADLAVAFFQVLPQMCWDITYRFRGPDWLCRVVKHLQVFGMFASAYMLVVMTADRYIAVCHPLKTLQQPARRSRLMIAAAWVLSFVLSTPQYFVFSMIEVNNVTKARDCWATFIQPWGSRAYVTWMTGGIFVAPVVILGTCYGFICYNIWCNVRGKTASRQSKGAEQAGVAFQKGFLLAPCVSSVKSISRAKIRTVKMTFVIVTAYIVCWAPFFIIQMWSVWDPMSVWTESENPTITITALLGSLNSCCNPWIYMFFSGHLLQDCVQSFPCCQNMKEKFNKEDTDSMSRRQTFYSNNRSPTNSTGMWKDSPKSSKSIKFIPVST
CHRM1 antagonist = antagonists of human M1 muscarinic receptor; AID 588852; actives 1.3% (n = 360,000); inhibition, % at 3 µM; CHO-K1 hM1, Fluo-8 calcium fluorescence, ACh EC80 antagonist; P11229;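 active = percent inhibition above its own plate's cutoff, namely the mean of that plate's compound wells plus 3 SD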;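 also: peak over basal fluorescence ratio during 140 s after agonist addition; 0% = ACh EC80 plus DMSO and 100% = DMSO alone without agonist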
CHRM1 agonist = activates human CHRM1 receptor. actives 0.33% (n = 360,000). P11229. CHO-K1 hM1, Fluo-8 calcium fluorescence, agonist mode; 0% DMSO, 100% acetylcholine EC100. activation, % at 3 µM;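 active = activation above the run's mean compound activation plus 3 SD, cut at about 16% in these data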;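 also: peak over basal fluorescence ratio within a 140 s kinetic read after compound addition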
* = called active by the depositor; x = no result given.

SMILES	CHO parental Ca	OXTR potentiate	CHRM1 PAM	OXTR agonist	TAAR1 agonist	TAAR1 antag	V1aR counter	CHRM1 antagonist	CHRM1 agonist
O=C(O)c1cccc(NS(=O)(=O)c2ccc3c(c2)OCCCO3)c1	-5	2	-2	0.8	2	-33	0.0	10	0
COc1cccc(CC(=O)Nc2cc(S(=O)(=O)N3CCOCC3)ccc2N2CCOCC2)c1	-26	-1	9	0.2	7	-22	0.1	-4	-6
COCCNC(=O)[C@H]1N2C(=O)c3c(ccc(OC)c3OC)C2SC1(C)C (stereo partly drawn)	-2	-17	0	-0.4	2	3	0.8	-1	-3
COc1ccccc1CNC(=O)CN(C)S(=O)(=O)c1ccc2c(c1)c(=O)n(C)c(=O)n2C	3	-7	10	-1.1	3	-27	-0.9	-8	-2
CN1C(=O)C2ON(c3ccccc3)C(c3cccs3)C2C1=O (stereo not drawn)	-12	0	6	0.3	2	15	1.0	-9	-5
O=C(O)Cn1ccnc1[N+](=O)[O-]	x	x	5	x	6	-33	x	-14	-2
Cc1ccc(CCNC(=O)C2CCCN(S(=O)(=O)N3CC(C)CC(C)C3)C2)cc1 (stereo not drawn)	-11	-6	-2	-1.2	1	-16	-0.9	4	-3
CCOC(=O)Cc1csc(NC(=O)CSc2nnnn2-c2ccc(C)c(C)c2)n1	-20	-20	-7	11	14	5	7.7	13	0
CC(=O)c1ccc(S(=O)(=O)N(C)CCCC(=O)NCc2ccc3c(c2)OCO3)cc1	x	x	0	x	1	0	x	-7	-6
C=CC#CC1(O)CC(C)[N+](C)(C)CC1C (stereo not drawn)	-12	-13	3	0.8	6	6	-0.1	-2	-16
CSC[C@H](NC(=O)COc1cc2c(c3oc(=O)cc(C)c13)CCC(C)(C)O2)C(=O)O	-6	-1	1	0.2	2	-31	2.9	3	-2
COc1cccc(NC(=O)c2nnn(Cc3ccc(Br)cc3F)c2N)c1	21	-12	-7	27*	59*	53*	29*	16	13
COc1ccc(NC(=O)c2cc(C3CCCCN3S(=O)(=O)c3cccs3)on2)c(C)c1 (stereo not drawn)	x	x	3	x	-1	-18	x	-10	-6
Cc1ccc(C)c(CN2C(=O)COc3ccc(C(=O)c4ccccc4C(=O)O)cc32)c1	-42	-14	5	-1.4	9	-3	0.2	-7	-10
Cc1ccc(Cc2c(-c3ccc(C#N)cc3)nc3c4ccccc4ccn23)cc1	x	x	-2	x	-1	-14	x	-24	-1
CCOc1cc(/C=N/n2nnnc2N)ccc1OCc1c(C)no[n+]1[O-]	-5	-3	4	0.4	5	1	1.7	-5	-6
CCC(=O)N1CCc2cc(Br)cc(S(=O)(=O)NCCCN(C)Cc3ccccc3)c21	-9	-6	0	-0.7	0	7	-1.2	-5	-9
COc1ccc(C(=O)NCc2nnc(SCC(=O)Nc3ccccc3F)o2)cc1	-10	-6	5	-0.4	7	-4	0.6	3	-6
COc1ccc(N2CCN(C(=O)c3ccc(CNS(=O)(=O)c4cc(C)ccc4C)cc3)CC2)cc1	x	x	-10	x	6	23	x	13	1
O=C1CN(C(=O)c2cccc(Br)c2)c2ccccc2N1	-2	-9	8	1.7	3	-2	0.9	-7	1
O=C(CCOc1ccccc1)Nc1ccnn1C1CCN(Cc2ccc(F)cc2)CC1	-1	6	4	0.3	1	-5	-0.1	-5	-6
Cc1cc(-c2ccccc2)n(-c2ccc(C(N)=O)cc2)n1	-14	-3	-4	0.3	2	-3	0.9	0	-11
COCc1c(C(=O)Nc2nc(C)cs2)oc2ccccc12	-6	-6	15	-2.2	11	1	-1.6	-4	-11
Cn1c(OCc2cccnc2)nc2c1c(=O)n(Cc1ccc(Br)cc1)c(=O)n2C	-16	-6	4	-1.9	13	26	0.5	2	-2
CN(CCNC(=O)C1CCN(S(=O)(=O)N2CCOCC2)CC1)CCc1ccccc1	-10	3	2	0.1	21	2	-1.2	-2	-5
O=C(Nc1ccccc1)Nc1ccc(O)c2ccccc12	-36	-4	x	0.7	x	x	-0.2	x	x
CC1CCCN(C(=O)CN(C)S(=O)(=O)c2cccc3nsnc23)C1 (stereo not drawn)	-4	3	10	0.5	1	-16	0.3	-10	0
CC(=O)c1ccc(NC(=S)N2CCN(c3ccccn3)CC2)cc1	-12	-10	0	3.2	6	-4	6.9	-2	-5
CN(CC1COc2ccccc2O1)C(=S)Nc1ccccc1 (stereo not drawn)	-12	-4	2	0.7	10	-4	2.9	-15	-2
S=C(NCc1ccco1)N/N=C/c1cccnc1	-4	-13	-5	-0.2	3	-4	0.2	11	-4
CCN(CC(=O)NC1CCS(=O)(=O)C1)S(=O)(=O)c1ccc(Cl)c(C(F)(F)F)c1 (stereo not drawn)	x	x	2	x	1	2	x	-2	-4
COC(=O)c1ccc(CN2CCN(CCC(C)C)C(CCO)C2)cc1 (stereo not drawn)	-8	-7	-25	0.5	-1	-3	1.4	16	-11
CCn1c(C)c(C)c2cc(C(=O)NCCc3ccco3)ccc21	-3	2	19	-1.6	-1	-16	-1.8	-6	3
Fc1ccccc1/C=N/n1c(-c2cccnc2)n[nH]c1=S	7	-1	-1	0.5	4	-10	0.3	7	-2
Cc1ccc(O)c(Cc2cc(C)cc(Cc3cc(C)ccc3O)c2O)c1	x	x	3	x	9	5	x	-2	-4
CCOc1nc(NC(=O)NS(=O)(=O)Oc2cccc(Cl)c2)nc(-c2ccccc2)n1	x	x	13	x	0	-7	x	-14	-5
CCC(C(=O)Nc1cc(OC)c(NC(=O)c2ccccc2)cc1OC)c1ccccc1 (stereo not drawn)	-19	5	7	-0.8	-2	-23	0.2	-11	-2
O=C(CCNS(=O)(=O)c1ccc(Cl)cc1)NCCc1ccccc1	x	x	7	x	13	-10	x	-4	0
COc1ccc(OC)c(NC(=O)CSc2nnnn2C)c1	7	-2	7	0.3	6	0	-0.2	-5	-2
COC(=O)c1cc2c(ccc3ccccc32)oc1=O	-14	-6	2	-2.9	4	-31	-0.4	1	-5
O=C(CCC(=O)N(CC(=O)NC1CCCC1)Cc1ccccc1Cl)Nc1nccs1	-5	-4	2	0.2	5	-28	-0.7	1	-4
COc1ccc(CCN2CCCn3c2nc2c3c(=O)[nH]c(=O)n2C)cc1OC	x	x	7	x	1	-9	x	-6	-4
CCOC(=O)c1c(-c2ccccc2)csc1NC(=S)NC	-16	-10	1	-0.1	22	23	0.7	-8	-6
O=S(=O)(c1ccc(NC(=S)NCc2ccco2)cc1)N1CCCCC1	2	-18	-10	10	13	1	7.0	26	2
COc1cccc(C(=O)Nc2cc(S(=O)(=O)N3CCOCC3)ccc2N2CCOCC2)c1	x	x	12	x	-1	-8	x	-9	-2
COc1ccc(CCNC(=O)CNC(=O)N2CC(=O)Nc3ccccc32)cc1	x	x	3	x	2	-19	x	-11	0
NS(=O)(=O)c1ccc(CCNC(=O)CN2C(=O)c3ccccc3S2(=O)=O)cc1	-7	6	1	0.1	7	-21	1.4	-3	-2
O=C(C[n+]1cc(-c2ccccc2)n2c1CCCCC2)c1ccc(Cl)cc1	-7	-5	5	-1.4	4	5	0.4	-7	-10

Part of the list above with just CHRM1 agonist, CHO parental Ca and CHRM1 PAM.
| compound | CHRM1 agonist | CHO parental Ca | CHRM1 PAM |
| --- | --- | --- | --- |
| COc1ccc(CCN2CCCn3c2nc2c3c(=O)[nH]c(=O)n2C)cc1OC | -4 | x | 7 |
| O=C(CCC(=O)N(CC(=O)NC1CCCC1)Cc1ccccc1Cl)Nc1nccs1 | -4 | -5 | 2 |

(cont.)
SMILES	CHO parental Ca	OXTR potentiate	CHRM1 PAM	OXTR agonist	TAAR1 agonist	TAAR1 antag	V1aR counter	CHRM1 antagonist	CHRM1 agonist
CCOC(=O)c1c(C)[nH]c(C)c1C(=O)COC(=O)CCc1ccccc1	-10	-3	7	-0.4	1	-13	0.4	-3	-6
COc1ccccc1NC(=O)c1ccc(CN(c2cc(Cl)ccc2C)S(=O)(=O)c2ccccc2)cc1	-11	0	8	0.8	5	4	0.9	-7	0
Nn1c(SC/C=C/c2ccccc2)nnc1-c1ccco1	-7	0	8	0.2	0	-4	2.4	-20	-2
CCOC(=O)Cc1csc(NC(=O)CSc2ncnc3c2cnn3-c2ccccc2Cl)n1	x	x	-12	x	23	62*	x	28*	0
COC(=O)c1cccc(Cn2nnc3ccccc3c2=O)c1	-3	-9	1	-0.3	6	2	-1.3	0	-4
CC1(C(=O)NS(=O)(=O)c2cccc(OC(F)F)c2)CCN1C(=O)Cc1cccs1 (stereo not drawn)	x	x	-1	x	0	-18	x	-4	-2
CCC(C)(C)NC(=O)C(c1ccc(O)cc1)N(Cc1ccco1)C(=O)CCC(=O)Nc1ccccn1 (stereo not drawn)	-18	-4	2	1.7	3	11	0.9	1	-3
Cc1ccc(-c2cc(=O)c3ccccc3[nH]2)cc1	-5	0	3	-1.3	10	4	-0.2	0	-4
CC(C)(C)c1ccc(CC(=O)N2CCC2(C)C(=O)NS(=O)(=O)c2ccc(C#N)cc2)cc1 (stereo not drawn)	x	x	5	x	1	2	x	-3	-2
CC(=O)NC(Cc1c[nH]c2ccccc12)C(=O)N1CCN(S(=O)(=O)c2ccccc2)CC1 (stereo not drawn)	-20	-7	-1	0.7	-1	-17	0.1	-1	-2
O=c1[nH]nc(-c2ccccc2)cc1-c1ccccc1	-13	-3	4	-2.2	-2	3	-0.8	4	3
COc1ccccc1-c1nnc(SCC(=O)Nc2ccc(Cl)cc2Cl)o1	-15	-14	2	-0.3	5	1	0.3	-2	-3
COc1ccccc1NC(=O)COc1ccc2ccccc2c1	2	-13	6	-0.8	0	27	-0.8	-1	-3
O=C(CN1C(=O)c2ccccc2C1=O)N1CCN(S(=O)(=O)c2ccccc2)CC1	-13	1	5	-0.1	3	-9	1.6	-4	-6
Cc1ccc(NC(=O)NNC(=O)C2CCN(Cc3ccc(F)cc3Cl)CC2)cc1	-15	-11	1	0.0	4	-8	1.3	8	-4
Cc1ccc(S(=O)(=O)N(CC(=O)Nc2ccc(F)cc2)C(=O)N2CCN(C)CC2)cc1	-8	-3	1	-0.4	0	3	0.3	-9	-2
Cc1ccc2[nH]c(C(=O)N3CCN(C=O)CC3)cc2c1	3	-11	7	-1.1	1	-10	0.8	-15	-2
Brc1cc(Br)c2nc(-c3cccs3)ccc2c1	-13	-1	3	-0.5	8	-25	-1.3	-9	-6
COc1ccc(CCNc2nc(-c3ccc(NC(C)=O)cc3)cs2)cc1OC	-5	-19	-5	4.7	16	39	12	3	10
Cc1cc(Cl)c2oc(C(=O)NCCN3CCOC3=O)c(C)c2c1	-8	-17	1	-1.4	1	-2	-0.6	0	-3

This is a random part of the collection (roughly 3.7% active in at least one column).
